From PubChem
USP1-UAF1 inh: Inhibitors of USP1/UAF1: Primary Screen. Potency, µM (highest dose often 57.1 µM), inactives show at the top dose activity change, negative = inhibition, actives largely listed as inhibitors. AID 743255, 2014. 0.23% of 390,000 active. recombinant USP1/UAF1, Ub-Rhodamine cleavage fluorescence. Ubiquitin carboxyl-terminal hydrolase 1 (Homo sapiens), O94782; also: potency is read from the fitted curve at half-maximal effect; % is scaled to controls: 0 for no effect and ±100 for the full control effect; nearly all actives have a fitted effect of over 60% in size; inactives centre near -12
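USP1/UAF1 complex (1 nM) preincubated 15 min at room temperature with compound, then Ub-Rho substrate (150 nM final) added. Kinetic fluorescence at 480/540 nm over 6 reads at 60 s intervals; 50 mM HEPES pH 7.8, 0.5 mM EDTA, 0.1 mg/ml BSA, 1 mM TCEP, 0.01% Tween-20.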
IDH1 R132H inh: qHTS for Inhibitors of mutant isocitrate dehydrogenase 1 (IDH1): qHTS; Isocitrate dehydrogenase [NADP] cytoplasmic (Homo sapiens), O75874; IDH1-R132H enzyme, NADPH consumption, diaphorase/resazurin fluorescence; Potency, µM (top dose mostly 76.6 µM), without a hit: at the highest dose activity change, negative = inhibition, usual class: inhibitors; 0.093% of 390,000 active; AID 602179, 2012; also: potency is read from the fitted curve at half-maximal effect; % is scaled to controls: 0 for no effect and ±100 for the full control effect; nearly all actives have a fitted effect of over 65% in size
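IDH1-R132H (0.5 ug/mL dispensed) in pH 7.5 Tris buffer was preincubated 30 min with compound, then given a substrate mix of 0.016 mM NADPH and 2 mM alpha-KG for 80 min at room temperature; remaining NADPH was read by diaphorase/resazurin fluorescence.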
Pin1 inh: qHTS Assay to Find Inhibitors of Pin1 | Peptidyl-prolyl cis-trans isomerase NIMA-interacting 1 (Homo sapiens), Q13526 | Pin1 FP peptide displacement, HiFluor488, 10 min | Potency, µM (highest dose often 115 µM), for the others: at the highest dose activity, negative = inhibition, usual class: inhibitors | 0.009% of 390,000 active; active = well fitted inhibition curve with a large enough effect in the polarisation, with a control signal flat, not every such curve was filed as active; inconclusive = small, poorly fitted or top-dose-only effect, or effect the other way, or a change in a side signal; inactive = no such curve, though single readings can be large or run the other way; the % refers to the polarisation; also: potency is read from the fitted curve at half-maximal effect; % is scaled to controls: 0 for no effect and ±100 for the full control effect
Target sequence (Q13526 whole entry, looked up): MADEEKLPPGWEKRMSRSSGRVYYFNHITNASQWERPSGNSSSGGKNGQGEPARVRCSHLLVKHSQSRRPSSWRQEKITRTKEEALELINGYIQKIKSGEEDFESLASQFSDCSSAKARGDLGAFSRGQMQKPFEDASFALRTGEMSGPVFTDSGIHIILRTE
TrxR1 substrate: qHTS Assay for Substrates of Mammalian Selenoprotein Thioredoxin Reductase 1 (TrxR1): qHTS; purified TrxR1 substrate turnover, NADPH consumption readout; Potency, µM (highest dose often 114 µM), for inactives: at the highest dose activity change, negative = substrate turnover; 0.01% of 390,000 active; also: potency is read from the fitted curve at half-maximal effect; % is scaled to controls: 0 for no effect and ±100 for the full control effect; nearly all actives have a fitted effect of over 50% in size
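Rat TrxR1, dispensed at 90 nM, was prereduced with 400 uM NADPH (final) for 5 min at ~22 deg C, then incubated with compound 15 min before 400 uM selenite. A first-read NADPH fluorescence drop versus no-compound background flagged substrates.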
TRHR enhancer: qHTS for Small Molecule Agonists and Allosteric Enhancers of Human TRH Receptor: Primary Screen for Enhancers; Thyrotropin-releasing hormone receptor (Homo sapiens), P34981; TRHR cells, fluo-8 calcium fluorescence, EC20 TRH enhancement; enhancement, % at 2 µM; 0.66% of 360,000 active; AID 493056, 2011; in the data active = enhancement above about 30%; also: 0% is about no effect
Target sequence (P34981 whole entry, looked up): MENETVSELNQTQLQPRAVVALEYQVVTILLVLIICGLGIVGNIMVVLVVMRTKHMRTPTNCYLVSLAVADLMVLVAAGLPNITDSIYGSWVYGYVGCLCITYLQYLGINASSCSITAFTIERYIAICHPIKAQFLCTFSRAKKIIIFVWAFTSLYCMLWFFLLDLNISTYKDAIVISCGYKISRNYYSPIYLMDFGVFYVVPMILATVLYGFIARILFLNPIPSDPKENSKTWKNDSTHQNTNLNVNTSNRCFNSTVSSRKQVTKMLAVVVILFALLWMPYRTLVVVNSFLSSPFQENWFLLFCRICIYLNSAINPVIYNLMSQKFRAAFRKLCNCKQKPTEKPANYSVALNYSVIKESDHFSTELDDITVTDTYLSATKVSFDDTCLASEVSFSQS
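TRHR-expressing cells loaded with fluo-8 calcium dye were read kinetically (ex 480/em 530) during compound addition, then stimulated with an EC20 of TRH (10 nM final). Enhancement of the Gq-mediated intracellular calcium response was scored.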
rTrxR1 inhibitor: qHTS Assay for Inhibitors of Mammalian Selenoprotein Thioredoxin Reductase 1 (TrxR1): qHTS; AID 588453, 2011; Thioredoxin reductase 1, cytoplasmic (Rattus norvegicus), O89049; Potency, µM (top dose mostly 114 µM), inactives show top-dose activity change, negative = inhibition, actives largely listed as inhibitors; 1% of 390,000 active; recombinant rTrxR1, NADPH fluorescence consumption, selenite substrate; also: potency is read from the fitted curve at half-maximal effect; % is scaled to controls: 0 for no effect and ±100 for the full control effect; nearly all actives have a fitted effect of over 65% in size
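Rat TrxR1 (90 nM in the dispensed reagent) was pre-reduced with 400 uM NADPH for 5 min at room temperature, then incubated with compound for 15 min. After 400 uM selenite was added, NADPH fluorescence (Ex 340/Em 450 nm) was followed for 8 min.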
D2 antagonist: HTS Assay for Allosteric Antagonists of the Human D2 Dopamine Receptor: Primary Screen for Antagonists; D(2) dopamine receptor (Homo sapiens), P14416; HEK293 TREx D2 cells, calcium flux, dopamine EC80; inhibition, % at 10 µM; 2% of 340,000 active; AID 485344, 2010; in the data active = inhibition above about 30%; also: 0% is about no effect
Target sequence (P14416 whole entry, looked up): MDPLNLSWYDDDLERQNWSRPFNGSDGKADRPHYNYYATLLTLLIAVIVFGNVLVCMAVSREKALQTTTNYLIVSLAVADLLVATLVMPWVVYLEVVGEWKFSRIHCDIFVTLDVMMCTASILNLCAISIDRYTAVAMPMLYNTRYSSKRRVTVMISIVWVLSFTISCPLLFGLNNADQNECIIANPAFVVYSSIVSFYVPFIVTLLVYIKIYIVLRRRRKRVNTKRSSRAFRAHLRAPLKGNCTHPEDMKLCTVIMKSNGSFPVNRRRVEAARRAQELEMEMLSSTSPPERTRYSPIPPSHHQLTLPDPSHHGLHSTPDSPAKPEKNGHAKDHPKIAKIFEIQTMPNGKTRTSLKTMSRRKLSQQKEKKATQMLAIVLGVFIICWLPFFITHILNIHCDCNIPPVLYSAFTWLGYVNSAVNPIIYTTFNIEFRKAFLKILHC
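Overnight-induced (tetracycline, 30 C) HEK293 T-REx cells carrying force-coupled D2 receive a no-wash calcium dye, then compound, then EC80 dopamine at 180 s; signals are read kinetically throughout.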
TRHR agonist: qHTS for Small Molecule Agonists and Allosteric Enhancers of Human TRH Receptor: Primary Screen for Agonists; 0.18% of 360,000 active; TRHR cells, calcium flux fluo-8, FDSS agonist mode; AID 493084, 2011; activation, % at 2 µM; in the data active = activation above about 30%; also: 0% is about no effect
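Read-out: compound-evoked intracellular calcium rise in TRHR cells, fluo-8 dye, kinetic FDSS fluorescence at 1 s/cycle following a 10-cycle baseline. Cells cultured overnight before dye loading (30 min–1.5 h, RT).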
D2 agonist: HTS Assay for Allosteric Agonists of the Human D2 Dopamine Receptor: Primary Screen for Agonists | activation, % at 2 µM | D(2) dopamine receptor (Homo sapiens), P14416 | HEK293 T-REx D2 cells, calcium flux agonist mode | AID 485358, 2010 | 0.53% of 340,000 active;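 active = activation over 3 SD above normal in the single-dose calcium agonist read, cut at about 30% in these data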; also: 0% is about no effect
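Calcium-flux readout, 1 cycle/sec over 180 s following compound pin transfer, in inducible HEK293 Trex D2 cells (force-coupled); dopamine controls included. Positive calcium responses during this window marked compounds as potential agonists.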
Active calls of the source: *; ? = inconclusive; · = not tested or not shown; [ ] = another dose, or the depositor's remark. Unless noted, calls follow the shape of the dose curve; as a rule, active = well fitted inhibition curve with a large enough effect; inconclusive = small, poorly fitted or top-dose-only effect; inactive = no such curve, though single readings can be large or run the other way.

SMILES | USP1-UAF1 inh | IDH1 R132H inh | Pin1 inh | TrxR1 substrate | TRHR enhancer | rTrxR1 inhibitor | D2 antagonist | TRHR agonist | D2 agonist
O=[N+]([O-])c1cnn(-c2nc(-c3ccco3)cc(C(F)(F)F)n2)c1 | -19% | 7% | ? | -2% | -2 | 10% | 6 | 0.2 | 0.6
Cn1c(=O)c2c(nc(N/N=C/c3cccs3)n2Cc2ccc(Br)cc2)n(C)c1=O | -12% | -1% | 3% | 1% | 27 | 6% | -7 | 1.1 | 0.5
Cc1ccc(-n2nc(C)c3c(C)cc(=O)n(CC(=O)Nc4ccc(Br)cc4F)c32)cc1 | -26% | 13% | 0% | 1%[57.1 µM] | -9 | 2%[57.1 µM] | · | 0.0 | 0.3
COc1ccccc1NC(=O)c1ccccc1S(=O)(=O)c1ccc([N+](=O)[O-])cc1 | -10% | 7% | -8% | -9% | 0 | -13% | -2 | -1.0 | 0.0
COc1cccc(OCc2cc(C(=O)N(Cc3nccn3C)C(C)C)no2)c1 | -5% | 0% | -4% | 1%[57.1 µM] | 1 | 14%[57.1 µM] | -8 | 0.4 | 0.1
O=C(CN1C(=O)c2ccccc2S1(=O)=O)NCCSc1ccccc1 | 9% | 3% | 2% | 2% | 3 | 7% | -8 | -0.2 | 0.0
Cc1ccc(OCC(=O)NNC(=O)CSC(=S)N2CCCC2)cc1 | -8% | -1% | -2% | -6% | -7 | -9% | 18 | 0.3 | -0.3
CCCCOc1ccc(S(=O)(=O)N2CCCCCC2)cc1 | -12% | 2% | 1% | 8% | -2 | 21% | 10 | 0.2 | 0.4
Cc1ccccc1-c1nc(CS(=O)CC(=O)NCc2ccc3c(c2)OCO3)c(C)o1 (stereo not drawn) | -14% | 4% | -20% | -5% | -6 | 12% | -22 | -0.2 | -1.7
CC1Cn2c(nnc2-c2ccc(F)cc2)S1 (stereo not drawn) | -13% | -3% | 4% | 9%[57.1 µM] | 4 | 7%[57.1 µM] | · | 0.3 | ·
CC(=O)N/C(=C/c1ccc([N+](=O)[O-])cc1)C(=O)O | ? | 3% | -6% | -13% | 0 | -11% | 11 | 0.8 | 0.3
C/C(=N\NC(=O)C1COc2ccccc2O1)c1ccccn1 (stereo not drawn) | 0% | 4% | -11% | -3% | 4 | -4% | -4 | 0.7 | 1.7
Nc1nn(S(=O)(=O)c2ccccc2)cc1-c1ccc([N+](=O)[O-])cc1 | -14% | 2% | -7% | -17% | 4 | -30% | -4 | -0.7 | -0.4
COC(=O)CN1C(C(=O)c2ccccc2)=C(OC(=O)c2ccccc2)c2ccccc2S1(=O)=O | -19% | · | 1% | -2% | -5 | ? | · | 1.5 | 0.5
COC(=O)Nc1c(-c2ccccc2)nc2ccccn12 | -8% | -1% | 2% | 41%[activator][11.4 µM] | 0 | -14%[11.4 µM] | -1 | 0.1 | 0.1

Overlap with the part before: three compounds; new compounds follow.
SMILES | USP1-UAF1 inh | IDH1 R132H inh | Pin1 inh | TrxR1 substrate | TRHR enhancer | rTrxR1 inhibitor | D2 antagonist | TRHR agonist | D2 agonist
Nc1nn(S(=O)(=O)c2ccccc2)cc1-c1ccc([N+](=O)[O-])cc1 | -14% | 2% | -7% | -17% | 4 | -30% | -4 | -0.7 | -0.4
COC(=O)CN1C(C(=O)c2ccccc2)=C(OC(=O)c2ccccc2)c2ccccc2S1(=O)=O | -19% | · | 1% | -2% | -5 | ? | · | 1.5 | 0.5
COC(=O)Nc1c(-c2ccccc2)nc2ccccn12 | -8% | -1% | 2% | 41%[activator][11.4 µM] | 0 | -14%[11.4 µM] | -1 | 0.1 | 0.1
COc1ccc(-c2nc3cc(C)ccn3c2NC(=O)c2ccccc2OC)cc1 | -27% | -4% | 0% | 7% | -14 | 25% | 7 | -0.4 | 0.5
Cc1nc(SCC(=O)N2CCC(C(N)=O)CC2)n[nH]1 | -22% | -9% | -9% | 10%[57.1 µM] | -8 | 8%[57.1 µM] | -3 | -0.4 | 0.1
CCOC(=O)c1noc2ncn(CC(=O)Nc3ccc(OC)c(Cl)c3)c(=O)c12 | -18% | -4% | 0% | -2%[57.1 µM] | 4 | 10%[57.1 µM] | · | 0.0 | 0.8
COc1cc2c(cc1OC)CN(C(=O)C(C)(C)C)CC2 | -7% | 2% | 2% | 9% | 15 | 4% | -14 | 0.4 | 1.0
Cc1cc(OCCCN2CCCC2)ccc1Cl | -14% | -8% | -1% | -5% | 10 | 1% | -13 | 0.8 | -1.4
CCN(CC)c1ccc(S(=O)(=O)N2CCOCC2)cc1NC(=O)CNCc1ccccc1 | -6% | 4% | -2% | -1% | -5 | 19% | 13 | 0.9 | 0.1
Cc1cc(OC(C)C(=O)NNC(=O)Nc2ccc(F)cc2F)cc(C)c1Cl (stereo not drawn) | -10% | -6% | -4% | -9% | -5 | -7% | -28 | -0.4 | -0.7
O=C(OCC(=O)N1CCCc2ccccc21)c1ccccc1[N+](=O)[O-] | -15% | -1% | 1% | -1% | 4 | 11% | 12 | -0.4 | 0.1
CCc1ccc(C(=O)NC2=NC(c3ccccc3F)CC(=O)N2)cc1 (stereo not drawn) | -4% | 0% | 4% | 2% | -2 | 3% | · | 1.6 | 6.2
Cc1cc(C)nc(NCCO)n1 | -25% | 0% | 0% | 2%[57.1 µM] | 1 | 20%[57.1 µM] | 3 | -0.6 | -0.6
CC(C)c1ccc(NC(=O)C2CCCN(S(=O)(=O)c3cccc4nsnc34)C2)cc1 (stereo not drawn) | -3% | -10% | 26% | -13% | 4 | -12% | · | 1.6 | 0.1
CC1CCCN(C(=O)COC(=O)Cc2c[nH]c3ccccc23)C1 (stereo not drawn) | -8% | -4% | 5% | 2% | -3 | 12% | 16 | -0.1 | -0.4
CSc1nc(C)c(C(=O)C[n+]2ccc(C)cc2)cc1C#N | -15% | 14% | 2% | -5% | -2 | 0%[57.1 µM] | -6 | 1.2 | 0.0
CC(NC(=O)/C(=C/c1ccc2c(c1)OCO2)NC(=O)c1cccc([N+](=O)[O-])c1)C(=O)O (stereo not drawn) | ? | 14% | 1% | -8%[57.1 µM] | 3 | -12%[57.1 µM] | -10 | 0.5 | 1.1
CC(=O)Nc1ccccc1C(=O)C(=O)Nc1cccc(Br)c1 | -4% | -1% | -8% | 4%[57.1 µM] | 7 | 13%[57.1 µM] | 8 | -1.1 | 0.0
CCCCC1=CC2=CC(=O)C(C)(OC(=O)CC)C(=O)C2=CN1CC(C)C (stereo not drawn) | -45% | 15% | ? | -11%[57.1 µM] | 7 | 5%[57.1 µM] | -18 | -0.5 | -0.2
Cc1nc(SCC(=O)Nc2ccc(F)cc2)c(C#N)c(C)c1CC(=O)c1ccc(Br)cc1 | 0% | 5% | 3% | -5% | 0 | 6% | 44* | 0.7 | -0.5
O=C(COC(=O)c1ccc(Cl)nc1)Nc1ccc2c(c1)OCO2 | -16% | 0% | -2% | -1% | 1 | 11% | 8 | 0.3 | 0.1
COc1ccc(C(=O)Nc2ccc(C3=NNC(=O)CC3C)cc2NC(=O)c2ccc(OC)cc2)cc1 (stereo not drawn) | -24% | 5% | 5% | -2%[57.1 µM] | 3 | 4%[57.1 µM] | 4 | 0.5 | -0.5
O=C(OCCCN1CCCC1)C1(c2ccccc2)CCCC1 | -16% | 5% | -3% | 5% | 8 | 9% | -4 | 0.2 | 0.9
CCc1ccc(C2CC(=O)N(c3cccc(F)c3)C3=C2C(=O)OC3)cc1 (stereo not drawn) | 0% | -10% | -6% | -9% | -3 | -10% | -23 | -0.1 | 0.5
C[C@]12c3[nH]c4ccc(Cl)cc4c3CCN1C(=O)[C@@H](CC(=O)NCCC1=CCCCC1)C[C@@H]2C(=O)N1CCCCC1 | -26% | -10% | 2% | -2% | · | 4% | · | · | ·
COc1cc(CNCc2ccccn2)ccc1OCC(=O)NC(C)(C)C | -7% | 3% | -4% | -9% | 12 | -12% | -9 | 1.2 | 0.6
CCOC(=O)NC(=O)CSc1nnc(C2CC2)n1Cc1ccco1 | -9% | 0% | -18% | -3% | 1 | -4% | -3 | 0.5 | 1.2
O=C(N/N=C/c1ccncc1)/C(=C/c1ccccc1)NC(=O)c1ccccc1 | -20% | -1% | 8% | -2% | -4 | -1% | -4 | -1.1 | -1.4
Cc1cc(=O)n2cccc(O)c2n1 | -6% | 0% | -11% | 35%[activator][57.1 µM] | 3 | 13%[57.1 µM] | 3 | 0.5 | 1.7
CCN1CCCC1Cn1cnc2c([nH]c3ccc(OC)cc32)c1=O (stereo not drawn) | -23% | 2% | 2% | 80%[activator] | 2 | 28% | -3 | 0.3 | 0.9

Compound profiles, as listed above. Order of screens: USP1-UAF1 inh | IDH1 R132H inh | Pin1 inh | TrxR1 substrate | TRHR enhancer | rTrxR1 inhibitor | D2 antagonist | TRHR agonist | D2 agonist
Cc1cc(=O)n2cccc(O)c2n1 is listed with -6% | 0% | -11% | 35%[activator][57.1 µM] | 3 | 13%[57.1 µM] | 3 | 0.5 | 1.7
CCc1ccc(C2CC(=O)N(c3cccc(F)c3)C3=C2C(=O)OC3)cc1 (stereo not drawn) is listed with 0% | -10% | -6% | -9% | -3 | -10% | -23 | -0.1 | 0.5

The list is partial; the hit share may differ from the screen's.
